a7 integrin act – qHTS for Activators of Integrin-Mediated Alleviation for Muscular Dystrophy. alpha7betagal myoblasts, beta-gal FDG fluorescence, 48 h. Potency, µM (highest dose often 38.3 µM), for inactives: at the top dose activation, most hits filed as activators. 350,000 compounds, 0.064% hits;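 note: potency is the fitted concentration of half-maximal effect; 100% = response of the positive control SU9516; nearly all actives have a fitted effect of over 60% in size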
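Alpha7betagal+/- myoblasts (passage 13) were plated 16-24 hr, then exposed to compounds (1:260 dilution of DMSO stock) for 48 hours at 37C. After MPER lysis, β-galactosidase reporter activity was read as FDG fluorescence (ex 480/em 540) after 30 minutes.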
B2AR arrestin – qHTS assay of beta-arrestin-biased ligands of beta2-adrenergic receptor; Beta-2 adrenergic receptor (Homo sapiens), P07550; beta-arrestin recruitment to beta2AR, cell-based reporter; Potency, µM (titrated, usually from 46.1 µM), without a hit: top-dose activation, hits mostly activators; 330,000 compounds, 0.02% hits;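 note: potency is the fitted concentration of half-maximal effect; 0% = DMSO controls and full agonism = EC100 isoproterenol or metaproterenol; nearly all actives have a fitted effect of over 65% in size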
Target sequence (P07550 whole entry, looked up): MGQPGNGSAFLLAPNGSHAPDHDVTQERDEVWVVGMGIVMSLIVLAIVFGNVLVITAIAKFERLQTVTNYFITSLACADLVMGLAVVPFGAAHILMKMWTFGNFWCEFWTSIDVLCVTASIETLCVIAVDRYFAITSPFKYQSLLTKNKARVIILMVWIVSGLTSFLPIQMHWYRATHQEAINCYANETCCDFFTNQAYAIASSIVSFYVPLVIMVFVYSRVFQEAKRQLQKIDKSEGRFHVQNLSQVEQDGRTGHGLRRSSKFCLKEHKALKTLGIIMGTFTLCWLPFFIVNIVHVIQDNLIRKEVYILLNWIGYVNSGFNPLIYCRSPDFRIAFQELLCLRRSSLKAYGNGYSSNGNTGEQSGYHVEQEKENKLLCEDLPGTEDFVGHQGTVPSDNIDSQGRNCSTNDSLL
TRPV1 agonist – HTS Assay for Compounds that Act as Agonists of the Vanilloid Receptor 1; Transient receptor potential cation channel subfamily V member 1 (Homo sapiens), Q8NER1; 320,000 compounds, 0.19% hits; TRPV1-expressing cells, Fluo-8 calcium influx, agonist mode; activation, % at 8.33 µM; AID 540275, 2011; in the data active = activation above about 80%; inconclusive = between about 30% and that limit; note: 0% is about no effect
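TRPV1-expressing cells were cultured overnight at 35.5C and loaded with Fluo-8 calcium dye for 40 to 90 min at room temperature. After a 10 s baseline, compound was added and calcium influx was read kinetically for 3 min (ex 480/em 520 nm).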
TCR activator – Activators of T cell receptors: qHTS campaign; primary human leukocytes, anti-CD3, IL-2 HTRF, 48 h; Potency, µM (titrated, usually from 9.22 µM), for inactives: at the highest dose activation of IL-2 secretion, most hits filed as activators; 330,000 tested, under 10 active; AID 504894, 2011; note: % of control where 0% means no effect
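Activity was scored as IL-2 release from primary human leukocytes given only a TCR signal (a-CD3 beads) plus compound for 48 hr. Detection used a two-antibody HTRF format read at 665nm.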
ELG1 DNA repair – qHTS screen for small molecules that inhibit ELG1-dependent DNA repair in human embryonic kidney (HEK293T) cells expressing luciferase-tagged ELG1; HEK293T ELG1-luciferase reporter, luminescence, 16 h; DNA damage induced by 5-fluorouridine; Potency, µM (highest dose often 46.1 µM), for the others: top-dose activity change, negative = inhibition, usual class: inhibitors; 330,000 compounds, 2.3% hits; AID 504467, 2011; note: potency is the fitted concentration of half-maximal effect; % is set by controls: 0 for no effect and ±100 for the full control effect; nearly all actives have a fitted effect of over 55% in size
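Cells (2,000 per well) received 5-fluorouridine plus test compound or DMSO and were incubated 16 hr at 37 °C, 5% CO2. Luciferase activity was read by luminescence 30 min after ONE-Glo addition; signal suppression marked inhibition of damage-induced ELG1 function.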
TSG101-PTAP inh – qHTS Assay for Iinhibitors of HIV-1 Budding by Blocking the Interaction of PTAP/TSG101; Potency, µM (titrated, usually from 115 µM), for inactives: at the top dose activity change, negative = inhibition, usual class: inhibitors; Tumor susceptibility gene 101 protein (Homo sapiens), Q99816; Fluorescence polarization, FITC-PTAP peptide / Tsg101 binding; AID 493005, 2010; 340,000 tested, under 10 active; active = well fitted inhibition curve with a large enough effect in the main read-out, with a control signal flat, not every such curve was filed as active; inconclusive = small, poorly fitted or top-dose-only effect, or effect the other way, or a change in a side signal; inactive = no such curve, though single readings can be large or run the other way; note: potency is the fitted concentration of half-maximal effect; % of control where 0% means no effect
Target sequence (Q99816 whole entry, looked up): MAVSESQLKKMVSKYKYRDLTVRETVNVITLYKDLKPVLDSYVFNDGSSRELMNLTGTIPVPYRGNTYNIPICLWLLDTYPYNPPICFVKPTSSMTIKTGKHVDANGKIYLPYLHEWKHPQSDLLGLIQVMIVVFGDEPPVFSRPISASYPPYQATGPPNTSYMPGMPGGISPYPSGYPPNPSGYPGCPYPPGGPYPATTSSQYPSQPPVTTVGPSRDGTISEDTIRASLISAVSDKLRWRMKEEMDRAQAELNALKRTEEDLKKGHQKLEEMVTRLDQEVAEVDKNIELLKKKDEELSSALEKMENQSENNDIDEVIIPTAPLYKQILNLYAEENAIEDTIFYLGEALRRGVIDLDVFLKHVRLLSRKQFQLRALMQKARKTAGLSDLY
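FP read-out: FITC-PTAP peptide, 50 nM final, binding Tsg101 binding domain, 10 uM final; 20 min, r.t.; 10 mM HEPES pH 7.5, 0.15 M NaCl, 0.01% Tween 20, 3 mM EDTA, 0.1 mM TCEP.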
BRCA1 expr up – qHTS Assay to Identify Small Molecule Activators of BRCA1 Expression; 380,000 compounds, 1.1% hits; Potency, µM (highest dose often 46.1 µM), for inactives: at the top dose activation, usual class: activators; MCF7-BRCA1-FFLuc reporter, luminescence, 48 h; response scale: scaled: vehicle 0%, 10 µM genistein 100%; note: potency is the fitted concentration of half-maximal effect; nearly all actives have a fitted effect of over 80% in size; some results filed as inactive show a strong effect at the top dose
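48 h compound treatment of MCF7-BRCA1-FFLuc cells (phenol-red free MEM, 37 °C), then 15 min with luciferase substrate and luminescence imaging.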
p53 reactivation – qHTS assay for re-activators of p53 using a Luc reporter. 320,000 compounds, 0.063% hits. Potency, µM (top dose mostly 92.2 µM), inactives show at the top dose activity change, positive = activation, hits mostly activators. AID 504706, 2011. H1299 p53-A138V BP100-luciferase reporter, luminescence, 24 h; note: potency is the fitted concentration of half-maximal effect; % of control where 0% means no effect; nearly all actives have a fitted effect of over 45% in size
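H1299 (p53-null), stable ts p53-A138V + BP100-Luc; 1000 cells/well, Opti-MEM/10% FBS; cpd 4 pt, 1:5; 24 h, 37 deg C, 5% CO2; detection reagent 10 min RT; luminescence.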
A-T KAP1 phos – qHTS Assay for Identifying a Potential Treatment of Ataxia-Telangiectasia; […] A-T fibroblasts, KAP-1 phosphorylation AlphaLISA; neocarzinostatin DNA damage 30 min before lysis; Potency, µM (titrated, usually from 57.5 µM), for inactives: at the top dose activation, hits mostly activators; 320,000 compounds, 0.19% hits; note: potency is the fitted concentration of half-maximal effect; % of control where 0% means no effect; nearly all actives have a fitted effect of over 45% in size
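ATM-like activity read as KAP-1 phosphorylation via AlphaLISA donor/acceptor antibody pairs after lysis and 6 hr at 25C. Cells were ATM-null patient fibroblasts ([…], hTERT), dosed 60 min, then exposed to the DSB inducer NCS for 30 min.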
MLL CXXC-DNA inh – qHTS Fluorescence Polarization Assay for Inhibitors of MLL CXXC domain - DNA interaction; MLL-CXXC / FITC-HOXA9 DNA fluorescence polarization; Potency, µM (doses to about 115 µM), inactives show top-dose activity change, negative = inhibition, usual class: inhibitors; 290,000 compounds, 0.037% hits; active = well fitted inhibition curve with a large enough effect in the polarisation, with a control signal flat, not every such curve was filed as active; inconclusive = small, poorly fitted or top-dose-only effect, or effect the other way, or a change in a side signal; inactive = no such curve, though single readings can be large or run the other way; the % refers to the polarisation; note: potency is the fitted concentration of half-maximal effect
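Fluorescence polarization: 7 uM MLL-CXXC (stock) preincubated 5 min with compounds, then 50 nM fluorescein-HOX-A9 DNA (stock) added; 30 min ambient. Buffer 50 mM Tris-HCl pH 7.5, 50 mM NaCl, 1 mM DTT, 0.05% BSA.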
An asterisk follows results filed as active; ? = inconclusive; . = no result given; [ ] = remark or other dose. Unless noted, calls come from the whole dose curve; as a rule, active = well fitted curve in the direction sought with a large enough effect; inconclusive = small, poorly fitted or top-dose-only effect, or another doubt; inactive = no such curve, though single readings can be large; an effect the other way counts as inactive or inconclusive.

Value order – a7 integrin act	B2AR arrestin	TRPV1 agonist	TCR activator	ELG1 DNA repair	TSG101-PTAP inh	BRCA1 expr up	p53 reactivation	A-T KAP1 phos	MLL CXXC-DNA inh
COc1ccc2nc(C)cc(SCC(=O)N/N=C/c3c(OC)ccc4ccccc34)c2c1
→ 6%	-1.9%	-9	-3%[46.1 µM]	-3%	-6%	-23%	3%	-1%	-1%
O=C(Nc1ccc2nc(-c3cccs3)[nH]c2c1)c1ccco1
→ 10%	0.0%	1	5%[46.1 µM]	?	0%	?	18%	2%	0%
CCN1CCC(O)(C#Cc2ccccc2)CC1
→ 14%	0.4%	-1	4%	9%	3%	-4%	-1%	-6%	5%
Cc1ccc(-c2ccc(CCC(=O)O)n2-c2cccc(C(=O)O)c2)cc1
→ -30%	-0.8%	-1	1%	?	-3%	7.1µM*	?	-2%	12%
COc1cc(OC)cc(C(=O)NC(C)CCc2ccccc2)c1 (stereo unspecified)
→ -19%	0.7%	22	5%	?	-3%	-22%	-2%	-8%	-15%
O=C(/C=C/c1ccc(Cl)cc1)NCc1ccco1
→ 20%	-1.1%	26	-3%[46.1 µM]	?	-4%	?	21%	-5%	11%
COC(=O)COc1ccc(S(=O)(=O)Nc2ccc3c(c2)OCCO3)cc1Cl
→ 11%	-0.3%	-3	5%	0%	1%	-11%	-1%	-7%	-6%
CC1CCCCN1C(=O)CSc1nc(-c2ccccc2)cn1N (stereo unspecified)
→ 20%	-0.4%	3	9%	?	-2%	-5%	4%	-5%	-2%
CC[C@H]1C(=O)[C@@H](Cc2ccccc2)[C@@H]2CCN3C(=O)CCC[C@H]1[C@H]23
→ -9%	.	.	8%	.	-4%	0%	.	.	.
CN1CCN(C(=O)C2=C[C@H](c3ccc(Br)cc3)C[C@H](OCCCCO)O2)CC1
→ -32%	0.0%	9	-6%	?	.	14%	-1%	-14%	2%
Cn1c(=O)c2c(nc(CN3CCCCC3)n2CCCc2ccccc2)n(C)c1=O
→ 4%	.	.	1%	.	-2%	-30%	.	.	.
Cc1occc1-c1nnc(SCC(=O)c2ccc(Cl)cc2)n1CC1CCCO1 (stereo unspecified)
→ -6%	0.3%	0	5%	1%	-6%	-1%	2%	15%	-2%
Cc1cccc(C(=O)Nc2ccccc2N2CCN(c3ccc(F)cc3)CC2)c1
→ 56%	0.0%	1	2%[46.1 µM]	?	-3%	-47%	-2%	7%	-9%
CN(CC(=O)Nc1ccc(Cl)cc1)C(=O)C1=COCCO1
→ 27%	-0.6%	0	1%	21%	1%	1%	-1%	-23%	.
CCOC(=O)c1cc2c(=O)n3ccccc3nc2n(CC2CCCO2)c1=NC(=O)/C=C/c1ccccc1 (stereo unspecified)
→ 15%	0.3%	0	0%	?	-6%	5%	6%	1%	11%
CCN(CCO)Cc1cc(=O)oc2c(C)c(C)ccc12
→ -14%	0.6%	6	-7%	1%	-3%	-2%	3%	5%	9%
O=C(CSc1nc2ccccc2s1)Nc1ccc(N2CCOCC2)c(Cl)c1
→ -14%	-0.6%	3	4%[46.1 µM]	-8%	-7%	-41%	15%	7%	-1%
Cc1ccc2c(c1)nnn2C1CCN(S(=O)(=O)c2ccc(C(=O)O)cc2)CC1
→ 7%	0.0%	-2	9%	22%	-3%	-6%	-1%	7%	-12%
CCn1c(CCCOc2ccc(Cl)cc2Cl)nnc1SCC(=O)Nc1cccc(F)c1
→ 15%	-0.3%	0	-2%	22%	-4%	-2%	5%	2%	-5%
CCN(CC)S(=O)(=O)c1cccc(-c2n[nH]c(=S)n2/N=C/c2ccc(Br)cc2)c1
→ 7%	0.0%	29	3%[46.1 µM]	0%	-2%	-8%	2%	-9%	12%
CC1CCCCN1C(=O)c1cccc(NC(=O)c2ccccc2)c1 (stereo unspecified)
→ -1%	-0.3%	18	-6%	10%	-4%	12%	-1%	3%	15%
CCOc1ccc(C(=O)NCC(=O)OCC(=O)N2CCC(C)CC2)cc1
→ 19%	-0.3%	0	-3%	?	0%	15%	1%	-1%	-8%
O=C(COC(=O)CNS(=O)(=O)c1c(F)cccc1F)NC(=O)NC1CCCCC1
→ -21%	-0.4%	-9	1%	12%	0%	4%	13%	7%	.
COc1cccc(C(=O)CC(=O)C(=O)Nc2ccc(C)cc2Cl)c1
→ -3%	-1.1%	-4	1%	13%	-5%	-4%	3%	1%	8%
Cc1nnc(SCc2cccc(CSc3nnc(C)s3)c2)s1
→ -10%	0.3%	7	1%	?	-9%	?	23%	-5%	-5%
Cc1cccc(Cl)c1OCCN1CCCC1
→ -4%	-0.2%	-3	.	18%	0%	12%	8%	2%	-3%
CCOC(=O)c1c[nH]c2c(C)cc(C)cc2c1=O
→ 5%	-0.7%	2	-4%	-10%	0%	-2%	-1%	9%	0%
CCCCCCCCCC(=O)Nn1cnc2ccccc2c1=O
→ 0%	0.4%	3	9%	12%	-6%	1%	2%	1%	-6%
CC(C)(C)OC(=O)NCCCCCNC(=O)c1nc[nH]c1C(=O)N1CCN(C(=O)OC(C)(C)C)CC1
→ -18%	-0.1%	6	3%	?	2%	-17%	8%	11%	.
O=C(O)C(Cc1ccc(O)cc1)N1C(=O)c2ccccc2C1=O (stereo unspecified)
→ ?	0.5%	1	4%	-3%	-2%	13%	-4%	-2%	1%
Cc1cc(NC(=O)C2(c3ccccc3)CCCC2)no1
→ 6%	0.0%	2	1%	4%	-3%	-2%	-5%	-1%	4%
CCOC(=O)c1c(C)[nH]c(C(=O)OCC(=O)N2CCN(S(=O)(=O)c3ccccc3)CC2)c1C
→ 6%	0.3%	6	.	?	-7%	-26%	-1%	-1%	15%
CCOC(=O)Cc1nn2c(=O)cc(C)nc2s1
→ 9%	0.1%	0	-1%	-4%	-2%	-20%	21%	1%	0%
COc1cccc(Oc2ccc3nnc(C(F)(F)F)n3n2)c1
→ 3%	-0.1%	3	0%	11%	-4%	7%	-1%	-2%	-4%
Nc1nc(CSc2nc3ccccc3[nH]2)cs1
→ -17%	-1.3%	0	3%	?	-3%	?	16%	12%	2%
Cc1cc(C(=O)Nn2c(-c3ccc(Br)cc3)nc3ccccc3c2=O)ccc1[N+](=O)[O-]
→ -8%	-1.6%	23	-4%	-17%	-3%	-32%	-5%	3%	3%
Cc1cc(C)n2nc(C(=O)Nc3cccc(S(=O)(=O)N(C)c4ccccc4)c3)nc2n1
→ 1%	-0.1%	8	2%	-18%	0%	7%	-3%	-5%	11%
COc1cc(C)ccc1OCCCOc1cc(C)ccc1Cl
→ -12%	.	.	-1%	.	-7%	-2%	.	.	.
CC(c1ccon1)N(C)C(=O)CCc1nnc(C2(c3ccc(Cl)cc3)CCC2)o1 (stereo unspecified)
→ 0%	-0.7%	5	-5%	?	2%	38%	8%	5%	-8%
CCC(C)NC(=O)c1cccc(C)c1 (stereo unspecified)
→ 0%	-0.5%	0	-4%	-12%	1%	0%	-5%	2%	12%
CCCNC(=O)N1CCN(Cc2ccco2)CC1
→ 34%	-0.1%	-1	4%	2%	-1%	12%	1%	-1%	-5%
CC[C@]1(c2ccccc2C)ON(c2ccccc2C(F)(F)F)C1=O
→ -20%	0.0%	2	4%	6%	-2%	0%	-3%	14%	.
Cc1ccc(Cc2nnc(SCC(=O)Nc3ccccc3)n(N)c2=O)cc1
→ -15%	-0.2%	-2	2%	1%	-1%	20%	-2%	7%	.
OCCc1ccc(O)c(-n2nc3ccccc3n2)c1
→ 4%	-0.7%	7	2%	?	-1%	11µM*	27%	4%	6%
CCC(=O)Nc1ccc2nc3c(=O)[nH]c(=S)[nH]c3nc2c1
→ -2%	-0.9%	1	-3%	7%	-12%	11%	11%	4%	?
COc1ccccc1CC(=O)NNS(=O)(=O)c1ccc([N+](=O)[O-])cc1
→ 1%	-0.4%	3	2%	5%	-4%	-3%	-1%	1%	-3%
COc1ccc(-c2csc(NC(=O)Cn3nc(C)cc3C)n2)cc1
→ -28%	-0.2%	-1	6%	-11%	-9%	-10%	-5%	2%	20%

High-throughput results deposited in PubChem BioAssay by National Center for Advancing Translational Sciences (NCATS).

Outcome played no part in choosing rows. Share with any hit: about 3.8%.
